Assay outcomes (PubChem)
TNAP activation fold – human TNAP enzyme activators, primary screen, biochemical, luminescent, no phosphate acceptor, uHTS (AID 1001); Alkaline phosphatase, tissue-nonspecific isozyme (Homo sapiens); purified TNAP, luminescent activation assay, no phosphate acceptor; higher activation fold means a stronger effect; one-dose activation fold at 20 µM; EC50 in µM for titrated hits; 0.03% of 200,000 active; in the data active = activation fold from about 3, or a potency from the dose series; inactive = the rest, 99 in 100 with activation fold below about 1.6; note: many of its hits are not listed in these tables
GPR55 activation – GPR55 agonists via beta-arrestin recruitment, primary screen, imaging, U2OS cells, beta-arrestin-GFP redistribution (AID 1961) | G-protein coupled receptor 55 (Homo sapiens) | activation, % at 10 µM; hits with a dose series show EC50 in µM | U2OS GPR55 beta-arrestin-GFP redistribution imaging; higher % means a stronger effect | 0.048% of 290,000 active;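 active = activation above 40% with more than 50 cells counted in the well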;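 note: U2OS osteosarcoma cells stably expressing GPR55 and beta-arrestin-GFP; plate controls were DMSO negative control for no effect and LPI positive control for full effect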
KOR beta-arrestin-1 – KOR antagonists, beta-arrestin recruitment, cell-based, luminescence, uHTS (AID 1778). Kappa-type opioid receptor (Homo sapiens). KOR beta-arrestin recruitment, luminescence, antagonist mode; higher % means a stronger effect. inhibition, % at 10 µM, or IC50 in µM where a hit was titrated. 0.091% of 290,000 active; note: strong numbers were not always called active
NTR1 agonist – agonists of NTR1, primary screen, imaging, U2OS cells, beta-arrestin-GFP, high content (AID 493036) | NTR1-U2OS beta-arrestin-GFP spot imaging, agonist mode | activation, % at 20 µM | 0.17% of 330,000 active;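 active = activation at or above 40% of the spot to cytoplasm intensity ratio, with at least 20 cells analyzed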;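 note: 0% = DMSO without peptide and 100% = 100 nM NTR1 peptide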
Target sequence (P30989 whole entry, looked up): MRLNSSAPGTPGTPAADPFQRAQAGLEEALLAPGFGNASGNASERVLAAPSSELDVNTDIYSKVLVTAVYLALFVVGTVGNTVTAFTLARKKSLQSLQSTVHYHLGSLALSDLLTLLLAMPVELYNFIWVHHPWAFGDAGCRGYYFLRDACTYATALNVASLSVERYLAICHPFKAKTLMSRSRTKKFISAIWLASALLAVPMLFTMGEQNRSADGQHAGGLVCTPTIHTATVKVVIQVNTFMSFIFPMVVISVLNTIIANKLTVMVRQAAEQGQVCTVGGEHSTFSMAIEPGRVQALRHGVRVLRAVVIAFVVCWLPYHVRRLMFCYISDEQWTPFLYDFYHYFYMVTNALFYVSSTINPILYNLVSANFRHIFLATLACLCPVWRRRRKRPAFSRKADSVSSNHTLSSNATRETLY
Yfh1-depleted yeast – enhancers of respiration in Yfh1-depleted yeast, dose response, Friedreich's ataxia, plus single-dose screen (AID 1465); 0.074% of 220,000 active; S. cerevisiae Yfh1-off respiration, WST-1 reduction, 72 h; higher fold induction means a stronger effect; one-dose fold induction at 50 µM; EC50 in µM for titrated hits;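 active = fold induction of absorbance versus untreated yeast above a set limit, then at least 30% activation at any dose in follow-up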;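 note: activators that raise dye reduction in frataxin-depleted yeast; strong numbers were not always called active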
KOR beta-arrestin-2 – KOR agonists, beta-arrestin recruitment, primary screen, cell-based, luminescence, uHTS (AID 1777); Kappa-type opioid receptor (Homo sapiens); KOR beta-arrestin recruitment, luminescence; higher % means a stronger effect; activation, % at 10 µM; hits with a dose series show EC50 in µM; 0.02% of 280,000 active; in the data active = activation above about 50%, passing the limit was not always enough; note: a part of the inactive calls stands beside numbers as strong as those of hits
HEK293 NOD2/NF-kB – NOD2 signaling inhibitors, cell-based, luminescence, uHTS, HEK293 (AID 1566) | 0.63% of 290,000 active | HEK293 NOD2/NF-kB luciferase reporter, luminescence; higher % means a stronger effect | one-dose inhibition, % at 4 µM; EC50 in µM for titrated hits; note: many of its hits are not listed in these tables
ER stress rescue – rescue of cells from ER stress-induced death, primary screen, 384-well, CSM14.1, thapsigargin, ATP luminescence (AID 1222); CSM14.1 thapsigargin-induced death rescue, ATP luminescence; higher % means a stronger effect; 190,000 tested, under 10 active; cellular ATP content (survival), % at 20 µM, or EC50 in µM where a hit was titrated;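 active = EC50 below 50 µM in the dose-response confirmation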;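 note: death triggered by thapsigargin at about 15 µM added after 2 h compound pretreatment; cell ATP read after overnight thapsigargin exposure of roughly 18 to 22 hours; normalized against plate controls of thapsigargin alone and 5% DMSO vehicle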
NOD1 NF-kB reporter – NOD1 signaling inhibitors, primary screen, cell-based, luminescence, uHTS (AID 1578). NOD1-driven NF-kB luciferase reporter cells, luminescence; higher % means a stronger effect. inhibition, % at 4 µM, or EC50 in µM where a hit was titrated. 1% of 290,000 active; in the data active = inhibition mostly above about 36%, no sharp cut-off; inactive = mostly below about 34%;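 note: HEK-293T reporter cells stimulated with the NOD1 agonist gamma-tri-DAP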
NTR1 agonist cell count 20 µM – recorded beside NTR1 agonist, whose call it bears; cell count; measured here: cell count, cytotoxicity flag
The depositor's hits bear a star; i = inactive; / = not tested or not shown; [ ] = another dose, or the depositor's remark. Cut-off read from the data, not from the text of the source, unless noted: active = inhibition above about 50%; inactive = the rest. Only part of the results is shown; the hit share may differ from the screen's.

Compound	KOR beta-arrestin-1	KOR beta-arrestin-2	NOD1 NF-kB reporter	TNAP activation fold	ER stress rescue	GPR55 activation	HEK293 NOD2/NF-kB	Yfh1-depleted yeast	NTR1 agonist	NTR1 agonist cell count 20 µM
Cc1ccc2[nH]cc(C(=O)CN3CCOCC3)c2c1	5%	2.3%	-4%	1.1	-0.9%	-0.1%	-5%	i	-0.8	91
Cc1cc([N+](=O)[O-])nn1CC(=O)NC1CCCCC1	29%	-1.0%	-5%	/	/	0.4%	-50%	/	8.7	60
Cc1cc(=O)oc2cc3c(cc12)OCO3	-2%	2.8%	0%	/	/	0.0%	-1%	/	1.4	99
CC(Oc1ccccc1)C(=O)Nc1ccc(S(=O)(=O)NCC2CCCO2)cc1 (configuration not stated)	11%	-0.1%	-7%	1.1	-2.0%	0.2%	-10%	i	-0.5	46
O=C(NC(=S)Nc1ccccc1)c1ccc(Br)o1	7%	-8.6%	-47%	1	-0.3%	-0.1%	-58%	i	-1.0	56
CCCCC(=O)N1CCCC(c2nc3c(nnn3Cc3cc(C)ccc3C)c(=O)[nH]2)C1 (configuration not stated)	2%	19%	-4%	1	-1.2%	-0.1%	6%	i	0.6	78
Cc1cc(NC(=O)Cc2ccccc2)no1	22%	-1.2%	-24%	1.1	-3.1%	-0.1%	5%	i	-0.9	33
CC(=O)c1cc(NC(=O)c2cccc(C(F)(F)F)c2)c(=O)oc1/C=C/N(C)C	6%	-3.2%	4%	0.9	0.5%	0.2%	19%	i	2.7	104
CCOC(=O)c1cnc(SC)nc1Oc1cccc(NS(=O)(=O)c2ccc(C)cc2)c1	7%	-1.5%	-11%	0.9	-1.2%	-0.2%	-8%	i	6.2	96
O=C(O)c1nc2nc(Cl)c(Cl)nc2[nH]1	8%	4.7%	-3%	/	/	0.0%	16%	i	-2.5	83
Cc1cc(NC(=O)CSc2ccc3nnc(-c4ccccc4)n3n2)no1	36%	-2.9%	-16%	1.1	0.0%	0.0%	6%	i	-1.2	48
CC(=O)c1cccc(OCC(=O)N(C)CC(=O)Nc2ccc(F)cc2)c1	2%	-4.5%	6%	/	/	0.3%	12%	i	-1.7	61

Following part.
Compound	KOR beta-arrestin-1	KOR beta-arrestin-2	NOD1 NF-kB reporter	TNAP activation fold	ER stress rescue	GPR55 activation	HEK293 NOD2/NF-kB	Yfh1-depleted yeast	NTR1 agonist	NTR1 agonist cell count 20 µM
O=C(Nc1cccnc1Cl)c1cc(-c2cccc(O)c2)on1	-17%	2.9%	-46%	/	/	0.2%	1%	/	-3.2	41
O=c1c(C(c2ccc(O)cc2)c2c(O)nc3n(c2=O)CCCS3)c(O)nc2n1CCCS2	16%	-1.9%	2%	0.9	0.4%	0.0%	21%	i	2.3	32
O=C(NCc1cccnc1)C1CCCN1S(=O)(=O)c1ccc(Cl)cc1 (configuration not stated)	2%	-1.5%	-3%	/	/	0.3%	9%	/	0.5	62
Cc1ccc(S(=O)(=O)NCC(=O)OCC(=O)Nc2cccc(S(=O)(=O)NC3=NCCCCC3)c2)cc1	-14%	1.1%	-18%	1	-0.1%	-0.1%	-6%	i	-1.8	39
O=C(Cc1ccccc1[N+](=O)[O-])Nc1ccccc1C(=O)N1CCOCC1	-31%	4.1%	-51%	1.1	-1.8%	-0.1%	5%	i	0.3	46
COc1ccccc1N1CCN(C2CC(=O)N(c3ccccc3)C2=O)CC1 (configuration not stated)	-4%	-0.2%	-11%	/	/	0.2%	-4%	/	-0.2	48
O=C(OCc1c(Cl)cccc1Cl)c1ccccn1	-18%	0.4%	7%	1	0.2%	0.3%	4%	i	-0.4	33
CC(C)Sc1ccc([N+](=O)[O-])cc1C(=O)Nc1ccncc1	-10%	1.4%	-6%	/	/	-0.1%	5%	i	0.9	56
CCc1c(C#N)c(SCCC(=O)Nc2cccc(OC)c2)nc2c1C(=O)CC(C)(C)C2	-39%	-1.5%	5%	1.1	0.3%	0.0%	6%	i	5.3	43
C/C(=N\N=C1/NC(=O)C(C)S1)c1ccc([N+](=O)[O-])cc1 (configuration not stated)	-6%	-4.7%	-24%	1	-0.8%	-0.3%	9%	i	-0.2	46
COc1ccc(CCC(=O)Nc2cccc(Cl)c2)cc1	5%	-1.0%	-6%	1.2	2.0%	0.2%	-11%	i	0.7	40
Cc1ccc(C(c2sc3ncnn3c2O)N2CC(C)CC(C)C2)cc1 (configuration not stated)	4%	-2.4%	16%	1.1	/	-0.1%	7%	i	-0.5	65

Following part:
Compound	KOR beta-arrestin-1	KOR beta-arrestin-2	NOD1 NF-kB reporter	TNAP activation fold	ER stress rescue	GPR55 activation	HEK293 NOD2/NF-kB	Yfh1-depleted yeast	NTR1 agonist	NTR1 agonist cell count 20 µM
CSc1ccc(C(=O)C2CCCN(S(=O)(=O)N(C)C)C2)cc1 (configuration not stated)	14%	-0.1%	-33%	1	0.2%	0.0%	24%	i	1.5	40
Cc1ccc(C(=O)N2CCCCC2C(=O)O)o1 (configuration not stated)	-8%	3.8%	-30%	1.1	0.4%	-0.3%	-6%	i	0.8	53
CCOC(=O)Cc1csc(SCC(=O)NC2CCCC(C)C2C)n1 (configuration not stated)	-18%	-2.1%	-6%	1.1	-2.2%	0.6%	8%	i	1.6	50
CC(=O)c1cc(F)ccc1OCC(=O)N1CCCc2ccccc21	-49%	4.1%	-38%	/	/	0.2%	4%	/	0.3	42
C[C@@H](C(=O)NCCc1ccccc1F)N1C(=O)N2CCc3c([nH]c4ccccc34)[C@@]2(C)C1=O	-40%[20 µM]	-0.2%	-5%	/	/	-0.1%	-2%	/	-1.3	84
S=C(Nc1ccccc1)N1CCOCCOCCN(C(=S)Nc2ccccc2)CCOCCOCC1	12%	3.1%	-11%	/	/	-0.2%	-5%	i	-0.9	27
O=C(CCCc1c[nH]c2ccccc12)N1CCN(c2ccc(N3CCOCC3)nn2)CC1	0%	-1.4%	6%	1.1	-1.0%	0.4%	4%	i	2.9	101
Cc1cc(=O)oc2cc(NC(=O)Cc3ccccc3)ccc12	-3%	-3.5%	-50%	/	/	-0.1%	-8%	/	-1.0	50
CCN(CC)S(=O)(=O)c1ccc(C(=O)Nc2nnc(COC)o2)cc1	8%	-7.7%	-40%	1	/	0.1%	-9%	i	-0.2	61
COc1ccc(CCNC(=S)NC(=O)c2ccccc2)cc1OC	14%	-11%	16%	1.1	-5.3%	0.0%	13%	i	0.1	59
O=C(NC(=S)Nc1ccccc1Br)C1CCC1	4%	3.1%	-46%	/	/	-0.1%	-17%	/	-0.7	74
CCCCC(C(=O)OCC(=O)c1ccc(OC)cc1)N1C(=O)c2ccccc2C1=O (configuration not stated)	-15%	-1.4%	-15%	1.1	-0.8%	-0.3%	13%	i	0.9	39

The list continues:
Compound	KOR beta-arrestin-1	KOR beta-arrestin-2	NOD1 NF-kB reporter	TNAP activation fold	ER stress rescue	GPR55 activation	HEK293 NOD2/NF-kB	Yfh1-depleted yeast	NTR1 agonist	NTR1 agonist cell count 20 µM
O=C(Nc1ccccn1)c1ccc2nc(-c3ccccc3)c(-c3ccccc3)nc2c1	2%[20 µM]	-0.3%	-27%	1	-1.3%	-0.1%	-24%	i	3.5	34
COc1ccccc1S(=O)(=O)Cc1ccc(C(=O)NCc2ccco2)o1	-48%	3.9%	15%	/	/	-0.2%	-12%	/	1.4	66
CN1C(=O)c2ccc(C(=O)Nc3ccc4c(c3)OCO4)cc2C1=O	-21%	3.6%	-10%	/	/	0.0%	10%	/	1.7	79
CCOC(=O)/C(C#N)=C1/CCCCCN1C	-22%	-7.8%	12%	1.1	-1.4%	-0.2%	1%	i	-1.3	58
O=C(Nc1cc(Cl)cc(Cl)c1)N1CCCN(Cc2ccccc2)CC1	-3%	-1.3%	-14%	/	/	0.2%	6%	i	0.8	54
CC1CCCN(CC(=O)Nc2ccc(S(=O)(=O)NC3CCCCC3)cc2)C1 (configuration not stated)	14%	-0.1%	-12%	1	-2.6%	-0.1%	-7%	i	-0.8	43
O=C(NN1C(=O)c2ccccc2NC1c1ccc([N+](=O)[O-])o1)c1ccccc1 (configuration not stated)	30%	-2.3%	-40%	1	2.7%	-0.5%	-1%	i	2.4	40
O=c1c(Sc2ccccc2)c(C(F)(F)F)[nH]n1-c1ccccc1	-10%	3.3%	27%	1.1	0.2%	0.0%	10%	i	0.5	83
COC(=O)CN1C(=O)Nc2ccc(C)cc2C1c1ccccc1 (configuration not stated)	3%[20 µM]	-0.3%	-22%	1	1.6%	-0.3%	-9%	i	0.2	39
CC(C)N1C/C(=C/c2ccsc2)C(=O)/C(=C/c2ccsc2)C1	-11%	4.0%	80%*	1.1	9.4%	0.5%	6%	i	10	60
CCOC(=O)Cc1csc(NC(=O)Cc2ccccc2[N+](=O)[O-])n1	23%	-4.0%	-20%	0.9	6.8%	0.2%	-2%	i	1.1	64
Cc1nc2cc(NC(=O)c3ccco3)ccc2n1C	36%	-6.5%	6%	/	/	-0.1%	-22%	/	0.0	53

Later entries
Compound	KOR beta-arrestin-1	KOR beta-arrestin-2	NOD1 NF-kB reporter	TNAP activation fold	ER stress rescue	GPR55 activation	HEK293 NOD2/NF-kB	Yfh1-depleted yeast	NTR1 agonist	NTR1 agonist cell count 20 µM
CC(NC(=O)c1ccc(Cn2cc([N+](=O)[O-])cn2)cc1)c1ccccc1 (configuration not stated)	-18%	1.0%	-39%	1.1	-3.3%	-0.2%	-10%	i	-0.2	41
O=C(NNC(=O)C1CCCC1)c1ccc(F)cc1	-22%	-1.8%	-15%	/	/	0.2%	-5%	/	-0.9	57
O=C(/C=C/c1cccc(F)c1)N1CCc2ccccc21	-47%	7.5%	-49%	1.1	-4.9%	0.0%	-137%	i	-0.9	52
CC(C)CC1CC(C)(c2csc(NNC(=O)c3ccccc3)n2)OC1=O (configuration not stated)	27%	-3.8%	-24%	2.1	4.2%	-0.4%	-8%	i	0.8	47
O=C(COC(=O)c1ccccc1)Nc1ccccc1Br	6%	-0.6%	-22%	1.1	-2.3%	-0.1%	12%	i	0.2	88
COc1ccc2cc(C(=O)COC(=O)COc3ccc4c(C)cc(=O)oc4c3)ccc2c1	-8%	0.9%	-27%	1.1	-2.8%	0.2%	8%	i	-2.3	59
CCC(=O)c1ccc(OCC(O)CNCc2ccc(F)cc2)cc1 (configuration not stated)	-31%	-2.6%	-18%	1.1	-2.3%	1.8%	-11%	i	2.0	81
